# PKM2 act: PKM2 (human) enzyme activation | purified PKM2, Kinase-Glo ATP luminescence, activation; response scale: 0% is enzyme alone, no compound | AID 1631 | 0.34% of 260,000 active | Potency, µM (doses to about 57.5 µM), without a hit: at the top dose activation, hits mostly activators; note: potency is the fitted concentration of half-maximal effect; % is set by controls: 0 for no effect and ±100 for the full control effect; nearly all actives have a fitted effect of over 55% in size
#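 hPK-M2, >95% pure; 0.1 mM ADP / 0.5 mM PEP final; imidazole pH7.2 buffer w/ 7 mM MgCl2, 50 mM KCl; 1 h RT; Kinase-Glo lum. Intermediate enzyme activity for dual inhibitor/activator qHTS.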
# Tb PFK inh: inhibitors of T. brucei phosphofructokinase | O15648 | T. brucei PFK, ADP-Glo luminescence | Potency, µM (titrated, usually from 57.5 µM), for the others: at the top dose activity, negative = inhibition, actives largely listed as inhibitors | 0.17% of 330,000 active | AID 485367;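 note: potency is the fitted concentration of half-maximal effect; 0% = uninhibited 1x PFK enzyme wells and -100% = no-enzyme wells; nearly all actives have a fitted effect of over 60% in size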
# Target sequence (O15648 whole entry, looked up): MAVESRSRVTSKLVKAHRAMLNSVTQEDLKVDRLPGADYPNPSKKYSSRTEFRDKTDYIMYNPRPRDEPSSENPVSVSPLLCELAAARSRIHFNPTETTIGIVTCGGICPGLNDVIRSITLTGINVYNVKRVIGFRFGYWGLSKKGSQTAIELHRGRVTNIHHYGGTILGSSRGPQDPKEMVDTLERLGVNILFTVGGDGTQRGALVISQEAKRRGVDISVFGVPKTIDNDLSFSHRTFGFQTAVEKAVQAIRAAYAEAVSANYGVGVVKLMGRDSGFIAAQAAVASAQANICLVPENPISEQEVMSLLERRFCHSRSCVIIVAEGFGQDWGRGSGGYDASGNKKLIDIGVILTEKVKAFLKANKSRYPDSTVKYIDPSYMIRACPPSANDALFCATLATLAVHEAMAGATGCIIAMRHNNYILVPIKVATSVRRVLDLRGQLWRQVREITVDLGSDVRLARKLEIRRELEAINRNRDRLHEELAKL
#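 Luminescent ADP detection (ADP-Glo, two-step: ATP depletion then ADP-to-ATP conversion for luciferase) reported PFK activity after 45 min room-temperature reaction of 1.25 nM enzyme with 0.5 mM F6P and 0.1 mM ATP at pH 8.0.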
# B2AR arrestin: beta2AR (human) beta-arrestin recruitment activity; 0.02% of 330,000 active; P07550; Potency, µM (highest dose often 46.1 µM), for inactives: at the top dose activation, hits mostly activators; beta-arrestin recruitment to beta2AR, cell-based reporter;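 note: potency is the fitted concentration of half-maximal effect; 0% = DMSO controls and full agonism = EC100 isoproterenol or metaproterenol; nearly all actives have a fitted effect of over 65% in size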
# Target sequence (P07550 whole entry, looked up): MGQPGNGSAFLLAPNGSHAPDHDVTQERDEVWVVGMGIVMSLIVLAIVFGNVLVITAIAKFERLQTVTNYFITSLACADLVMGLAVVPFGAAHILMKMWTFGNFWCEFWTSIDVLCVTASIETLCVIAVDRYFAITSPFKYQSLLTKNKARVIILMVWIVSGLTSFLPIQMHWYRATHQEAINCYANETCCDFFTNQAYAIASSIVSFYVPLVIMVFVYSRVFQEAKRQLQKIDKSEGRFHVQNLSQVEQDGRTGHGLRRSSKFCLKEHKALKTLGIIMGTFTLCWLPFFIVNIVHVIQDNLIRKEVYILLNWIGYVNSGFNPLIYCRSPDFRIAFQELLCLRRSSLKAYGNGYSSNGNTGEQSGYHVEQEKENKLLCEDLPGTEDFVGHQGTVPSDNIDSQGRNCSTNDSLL
# Coupling enz: counter-screen for Giardia aldolase inhibitors: coupling enzyme system. 0.67% of 290,000 active. coupling enzyme system counterscreen, AmpLite Red fluorescence. activity change, negative = inhibition, % at 58.2 µM, hits read low. AID 2472; in the data active = activity change below about -30%; note: % is set by controls: 0 for no effect and ±100 for the full control effect
#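 Coupling enzymes only (glyceraldehyde-3-phosphate) + compound, at 57.5 uM final, 10 min RT; add substrate/coupling/AmpLite Red mix, 20 min RT; fluorescence ex 525/em 598 nm. Actives flag coupling-system interference.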
# GALK inh: galactokinase (human) inhibition. Potency, µM (titrated, usually from 57.5 µM), for the others: at the highest dose activity change, negative = inhibition, actives largely listed as inhibitors. Purified GALK, Kinase-Glo residual ATP luminescence. P51570. AID 1868. 0.007% of 270,000 active; note: potency is the fitted concentration of half-maximal effect; % is set by controls: 0 for no effect and ±100 for the full control effect
#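 GALK at 5 nM final was combined with compound, 35 uM ATP and 100 uM galactose in HEPES pH8.0 with MgCl2 and DTT. The reaction ran one hour at room temperature before luminescent ATP detection.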
# BCR signal inh: chronic active BCR signaling inhibition | ABC-DLBCL IkBa-CBG/CBR reporter, luminescence ratio, 4 h | Potency, µM (series often up to 46.1 µM), without a hit: top-dose ratio change, negative = lower green/red ratio, most hits filed as inhibitors | 0.05% of 340,000 active | AID 493014; active = well fitted inhibition curve with a large enough effect in the signal ratio, with a control signal flat, not every such curve was filed as active; inconclusive = small, poorly fitted or top-dose-only effect, or effect the other way, or a change in a side signal; the % refers to the signal ratio;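 note: potency is the fitted concentration of half-maximal effect; plate controls were basal doxycycline-induced cells for no effect and cells given 10 µM MG132 for full effect; MG132 reads +100%, hits lower the ratio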
#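 Compounds up to 46 uM were incubated four hours with TMD8 cells whose green CBG68 luciferase is fused to IkappaBalpha; red CBR luminescence normalised the signal, and concentration-effect curves were fitted to fusion, red and ratio data.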
# TSG101-PTAP inh: blocks PTAP/TSG101 interaction to inhibit HIV-1 budding; Potency, µM (titrated, usually from 115 µM), without a hit: top-dose activity change, negative = inhibition, hits mostly inhibitors; Fluorescence polarization, FITC-PTAP peptide / Tsg101 binding; 340,000 tested, under 10 active; Q99816; active = well fitted inhibition curve with a large enough effect in the main read-out, with a control signal flat, not every such curve was filed as active; inconclusive = small, poorly fitted or top-dose-only effect, or effect the other way, or a change in a side signal; inactive = no such curve, though single readings can be large or run the other way; note: potency is the fitted concentration of half-maximal effect; % of control where 0% means no effect
#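 Fluorescence polarization binding of Tsg101 binding domain (10 uM final) to FITC-labeled PTAP peptide (50 nM final) in HEPES pH 7.5 buffer with NaCl, Tween 20, EDTA, TCEP. Compounds added before peptide; binding 20 min at RT.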
# Giardia killer: kills Giardia lamblia | Giardia lamblia trophozoite viability | activity change, % at 7.66 µM, hits read low | 0.15% of 340,000 active; in the data active = activity change below about -80%; inconclusive = between about -30% and that limit;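 note: parasites exposed to compound for two days anaerobically before the ATP read; % is set by controls: 0 for no effect and ±100 for the full control effect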
#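 Luminescence from cellular ATP indicates surviving trophozoites (100 cells/well) following 48 hrs anaerobic compound treatment at 37 deg C; signal develops 15-30 min at room temperature.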
# Menin-MLL TR inh: inhibitors of human menin-MLL interaction, mutant MLL peptide. Potency, µM (top dose mostly 61.6 µM), for inactives: at the highest dose FP activity change, negative = inhibition, actives largely listed as inhibitors. 0.23% of 270,000 active. AID 1768. Menin + Texas Red MLL mutant peptide, fluorescence polarization. O00255; active = well fitted inhibition curve with a large enough effect in the polarisation, with a control signal flat, not every such curve was filed as active; inconclusive = small, poorly fitted or top-dose-only effect, or effect the other way, or a change in a side signal; inactive = no such curve, though single readings can be large or run the other way; the % refers to the polarisation; note: potency is the fitted concentration of half-maximal effect; % of control where 0% means no effect; many of its hits are not listed in these tables
# ASM inhibitor: blocks human secretory acid sphingomyelinase. Potency, µM (doses to about 57.5 µM), without a hit: top-dose activity change, negative = inhibition, hits mostly inhibitors. AID 504937. P17405. placental ASM, HMU-PC fluorogenic substrate, 60 min. 0.006% of 340,000 active; note: potency is the fitted concentration of half-maximal effect
#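 qHTS format. ASM enzyme prepared from human placenta hydrolyses the fluorogenic substrate HMU-PC0 (9 uM final) over 60 min at 37 °C after a 10 min compound preincubation.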
# a7 integrin act: activators of alpha7 integrin expression for muscular dystrophy | AID 624291 | Potency, µM (highest dose often 38.3 µM), for inactives: at the top dose activation, usual class: activators | alpha7betagal myoblasts, beta-gal FDG fluorescence, 48 h | 0.064% of 350,000 active;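 note: potency is the fitted concentration of half-maximal effect; 100% = response of the positive control SU9516; nearly all actives have a fitted effect of over 60% in size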
#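 Alpha7betagal+/- myoblasts (passage 13) were plated 16-24 hr, then exposed to compounds (1:260 dilution of DMSO stock) for 48 hours at 37C. After MPER lysis, β-galactosidase reporter activity was read as FDG fluorescence (ex 480/em 540) after 30 minutes.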
# Starred values were filed as active, the others as inactive; ? = inconclusive; . = not tested or not shown; [ ] = remark or other dose. Unless noted, calls come from the whole dose curve; as a rule, active = well fitted curve in the direction sought with a large enough effect; inconclusive = small, poorly fitted or top-dose-only effect, or another doubt; inactive = no such curve, though single readings can be large; an effect the other way counts as inactive or inconclusive. A portion of the library. The share of hits here may be higher or lower than overall.
# Below each SMILES – PKM2 act, Tb PFK inh, B2AR arrestin, Coupling enz, GALK inh, BCR signal inh, TSG101-PTAP inh, Giardia killer, Menin-MLL TR inh, ASM inhibitor, a7 integrin act
> Cn1c(SCC(=O)Nc2ccc(N3CCOCC3)cc2)nnc1C1CC1
→ ., 0%, 0.1%, ., ., 5%, -4%, -5, ., 8%, ?
> COc1cc2oc(=O)c(Br)c(C)c2c(OC)c1OC
→ -5%, 2%, -1.1%, 0, 5%, ?, -2%, 18, 0%, -4%, 12%
> CN(CC(=O)Nc1ccccc1C(F)(F)F)C(=O)CSc1nnc(-c2ccncc2)n1C
→ ., 0%, 0.0%, ., ., -4%, -3%, -16, ., 0%, -9%
> O=C(NC1CCCCC1)NC1(C(=O)NCCCN2CCOCC2)CCCCC1
→ -4%, 3%, 0.0%, 0, -1%, -4%, 0%, 7, -17%, 0%, -4%
> CN1C(=O)C(CC(=O)Nc2ccc(F)cc2)N(CCCc2ccccc2)C1=S (stereo not drawn)
→ 7%, 2%, -0.2%, ., -3%, 1%, -3%, 9, ?, -12%, -46%[inhibitor]
> COc1nc(OC)nc(N2CCCCCC2)n1
→ 10%, 2%, 3.4%, 3, -3%, ?, -5%, 0, -16%, 0%, -7%
> COc1cccc(CN2CC(C(=O)NCCOc3ccccc3)CCC2=O)c1 (stereo not drawn)
→ ., 2%, 0.5%, ., 6%, -1%, -3%, 9, ., -1%, -2%
> O=C(O)CSc1nnc(-c2ccncc2)n1Cc1ccccc1
→ 1%, 1%, -0.1%, 10, -1%, ?, 0%, 8, 8%, 4%, 4%
> COc1ccc(/C=C2\SC(=O)N(CC(=O)NCCCn3ccnc3)C2=O)cc1
→ ., -1%, -1.5%, 0, 1%, -15%, -3%, -16, -2%, -2%, -2%
> COc1ccccc1-c1cc2nc(C)c(CCC(=O)NCc3ccc(F)cc3)c(C)n2n1
→ -4%, -25%, -0.4%, -1, -3%, ?, -3%, -13, ., -2%, ?
> CC(=O)Nc1cccc(NC(=O)COc2ccc3c(c2)CCC3)c1
→ ., 2%, -1.0%, ., ., ?, -10%, -8, ., -9%, -47%[inhibitor]
> Cc1[nH]n2c(=O)c3c(nc2c1-c1ccc(F)cc1)CCCC3
→ 3%, 2%, -0.1%, 0, 0%, 5%, -4%, -3, -3%, 1%, -11%
> Cc1ccc(C)c(OCCC(=O)OCC(=O)N2CCN(c3ccccc3)CC2)c1
→ 2%, 1%, -1.0%, -1, 1%, 0%, -4%, -21, -10%, -3%, 11%
> CC1(C)CC(=O)C(=CN2CCOCC2)C(=O)C1
→ 5%, 0%, 0.2%, -1, 8%, 3%, -8%, 7, 21%, 2%, 0%
> COc1ccc(-c2[nH]nc3c2C(c2ccc(OC(=O)N4CCOCC4)cc2)C(C#N)=C(N)O3)cc1 (stereo not drawn)
→ 6%, 4%[0.46 µM], -2.8%, 2, -3%, 1%, ., 30[activator], 11%, -12%, -12%

# Next part:
# Below each SMILES – PKM2 act, Tb PFK inh, B2AR arrestin, Coupling enz, GALK inh, BCR signal inh, TSG101-PTAP inh, Giardia killer, Menin-MLL TR inh, ASM inhibitor, a7 integrin act
> CCn1c(Cc2ccccc2)nnc1SCC(=O)Nc1nnc(-c2ccccc2)s1
→ -4%, -1%, -0.3%, -2, -1%, 2%, -3%, 2, 1%, 1%, -1%
> CCCOc1ccc(N2C(=O)CC(NNC(=O)c3ccc(COc4ccccc4)o3)C2=O)cc1 (stereo not drawn)
→ 7%, 4%, 0.4%, 1, 0%, 11%, 3%, 16, ?, 1%, -16%
> CCC(C)NC(=O)CSC1=Nc2ccccc2C2=NC(CC(=O)NCc3ccccc3)C(=O)N12 (stereo not drawn)
→ -1%, 0%, -0.1%, 4, -3%, 6%, -7%, 8, 10%, 36%[activator], 12%
> O=C(Cc1ccsc1)NNC(=O)c1ccccc1O
→ ., 3%, 0.3%, ., ., ?, -6%, -21, ., 0%, -48%[inhibitor]
> C=CCOC(=O)CCC(=O)Nc1cc(OC)nc(OC)n1
→ 0%, 0%, 0.2%, 5, -1%, ?, -4%, -8, -16%, 3%, 18%
> COc1ccc(C(=O)NC(=S)NCCO)cc1Br
→ -6%, 0%, 0.4%, 1, 0%, ?, -4%, -6, -10%, 3%, -1%
> O=C(CNC(=O)C(c1ccccc1)c1ccccc1)N/N=C/c1ccc(O)cc1O
→ 0%, 4%, -0.1%, 3, 1%, ?, -2%, -7, ., 15%, -31%
> CN(C(=O)CCNC(=O)Cn1cnc2ccccc2c1=O)c1ccccc1F
→ ., -1%, -0.3%, 0, 0%, -2%, -3%, 18, ., 1%, 3%
> O=S(=O)(c1ccc2nc(-c3ccco3)c(-c3ccco3)nc2c1)N1CCOCC1
→ 8%, -4%, -0.9%, -45*, 3%, 9%, -3%, -7, ?, 107%[activator], 14%
> Cc1cc(N/C=C\c2nnnn2-c2ccccc2)no1
→ 10%, 0%, 8.2%, 0, 0%, ?, -1%, 7, -8%, 1%, 29%
> CCCC(=O)C1=C(O)C(C(=O)OC)C(C)(C)CC1=N (stereo not drawn)
→ 2%, 1%, -0.3%, 3, -2%, -4%, -2%, 7, 22%, 0%, 16%
> O=c1[nH]c2cc3c(cc2cc1CN(Cc1nnnn1CC1CCCO1)C1CCCC1)OCO3 (stereo not drawn)
→ 2%, 4%, -0.3%, 2, -2%, 12%, -3%, 2, 11%, 50%[activator], -9%
> Cc1cc(C)c2c(N)c(C(=O)Nc3ccc(C)c(C)c3)sc2n1
→ 6%, 2%, 0.2%, -3, -6%, 0%, -5%, -8, ?, 275%[activator], -5%
> Cc1ccc(NC(=O)C(NC2CCCc3ccccc32)c2ccccc2)c([N+](=O)[O-])c1 (stereo not drawn)
→ -7%, -1%, -0.4%, -6, 2%, 2%, -1%, 11, -15%, -8%, -34%
> CC(=O)c1cccc(NC(=O)NC2CCCCCCC2)c1
→ -4%, -1%, -0.5%, -1, 1%, ?, -1%, -2, 0%, 1%, 7%

# The final 3 compounds of the part above open the next one.
# Below each SMILES – PKM2 act, Tb PFK inh, B2AR arrestin, Coupling enz, GALK inh, BCR signal inh, TSG101-PTAP inh, Giardia killer, Menin-MLL TR inh, ASM inhibitor, a7 integrin act
> Cc1cc(C)c2c(N)c(C(=O)Nc3ccc(C)c(C)c3)sc2n1
→ 6%, 2%, 0.2%, -3, -6%, 0%, -5%, -8, ?, 275%[activator], -5%
> Cc1ccc(NC(=O)C(NC2CCCc3ccccc32)c2ccccc2)c([N+](=O)[O-])c1 (stereo not drawn)
→ -7%, -1%, -0.4%, -6, 2%, 2%, -1%, 11, -15%, -8%, -34%
> CC(=O)c1cccc(NC(=O)NC2CCCCCCC2)c1
→ -4%, -1%, -0.5%, -1, 1%, ?, -1%, -2, 0%, 1%, 7%
> CCc1cccc(CC)c1NC(=O)COC(=O)c1ccc(F)c(S(=O)(=O)N(CC)CC)c1
→ -5%, 0%, 0.3%, 1, -4%, -8%, -8%, 24, -15%, 0%, 11%
> C/C(=N\NC(=O)c1ccccc1O)c1ccc(Br)s1
→ -2%, 20%, -1.0%, -4, -4%, ?, -2%, 2, -14%, 2%, 2%
> COC(=O)c1ccc(CSc2ccc3nnc(-c4ccc(F)cc4)n3n2)o1
→ -1%, -3%, -0.6%, 4, 1%, ?, -4%, -7, -14%, -3%, ?
> O=C(NNC(=S)Nc1ccccc1Cl)c1ccccc1Cl
→ 6%, 4%, 0.0%, ., -13%, -8%, -2%, -16, ., 3%, 1%
> Cc1cccc(N(CC(=O)NC2CCCCC2)C(=O)Cn2nnc(-c3ccc(C)o3)n2)c1
→ 7%, -1%, -0.3%, 1, 4%, ?, -5%, -17, -11%, 1%, -28%
> CCn1cc(C(=O)OCC(=O)NCc2ccc3c(c2)OCO3)c(=O)c2ccc(C)nc21
→ 2%, 3%, -0.1%, -1, -3%, 3%, -5%, -6, -18%, -1%, -44%[inhibitor]
> O=C(CN1CCN(c2ccc(F)cc2)CC1)Nc1cc(C(F)(F)F)ccc1Cl
→ 4%, -4%, 0.1%, -3, -1%, 7%, -2%, 1, -5%, -15%, -5%
> O=C(O)C1C2C=CC(C3CC23)C1C(=O)N1CCc2ccccc21 (stereo not drawn)
→ 3%, 1%, 0.1%, 1, 0%, -7%, -17%, 17, 15%, 1%, 24%
> COCCCNC(=S)N(CCCO)Cc1cc2cc3c(cc2[nH]c1=O)OCCO3
→ 1%, -7%, -0.3%, 0, -2%, -11%, -2%, 9, 4%, 28%, 18%
